Source: PubChem (Fisher Drug Discovery Resource Center)
hcGAS lum: human cGAS inhibition; Q8N884; recombinant h-cGAS, ATP depletion, Kinase-Glo luminescence; inhibition, % at 12.5 µM; actives 0.081% (n = 290,000); AID 1259398;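 further: 0% = vehicle reaction and 100% = reaction without DNA for no activity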
Target sequence (Q8N884 whole entry, looked up): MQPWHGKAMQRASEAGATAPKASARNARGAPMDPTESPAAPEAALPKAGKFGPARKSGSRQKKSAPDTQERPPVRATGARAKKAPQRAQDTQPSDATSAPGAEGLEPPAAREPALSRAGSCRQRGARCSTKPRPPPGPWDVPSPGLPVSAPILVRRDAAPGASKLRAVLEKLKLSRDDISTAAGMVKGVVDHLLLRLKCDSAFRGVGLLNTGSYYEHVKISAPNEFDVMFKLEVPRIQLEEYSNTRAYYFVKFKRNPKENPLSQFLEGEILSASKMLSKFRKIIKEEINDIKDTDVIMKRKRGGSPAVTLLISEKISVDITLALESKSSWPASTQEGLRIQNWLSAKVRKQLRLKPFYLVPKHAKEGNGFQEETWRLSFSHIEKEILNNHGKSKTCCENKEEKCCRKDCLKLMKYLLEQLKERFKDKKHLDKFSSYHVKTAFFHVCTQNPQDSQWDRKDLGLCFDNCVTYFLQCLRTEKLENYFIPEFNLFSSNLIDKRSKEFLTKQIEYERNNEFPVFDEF
NPYLR7 ag: activates Aedes aegypti NPYLR7 receptor. HEK293T NPYLR7/Galpha15, GCaMP6s calcium fluorescence. activation, % at 10 µM. actives 0.15% (n = 270,000); in the data active means activation above about 40%;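 further: 0% = vehicle and 100% = reference agonist at the receptor; some compounds past the cut are filed as inactive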
mcGAS lum: inhibitors of mouse cGAS; Q8C6L5; recombinant cGAS, Kinase-Glo ATP depletion luminescence; inhibition, % at 12.5 µM; actives 0.15% (n = 160,000);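 further: 0% = negative control wells and 100% = reference inhibitor with no enzyme activity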
The depositor's hits bear a star; · = no result given; & = joins results of further samples. Unless noted, no stated cut-off is given here; in the data, active means inhibition above about 40%; inactive means the rest. The order is random; about 0.29% have a hit in one of these screens.

Preview:
SMILES	hcGAS lum	NPYLR7 ag	mcGAS lum
Cc1ccc(-c2nn3c4ccc(NC(=O)Cn5ccnc5)cc4nc3c3ccccc23)cc1	-6	-15	·
Cc1ccc(Cc2nsc(N3CCC(CNC(=O)c4cc([N+](=O)[O-])cc([N+](=O)[O-])c4)CC3)n2)cc1	-6	-9	-5
CCC(C)n1c(SCC(=O)N(C)Cc2ccco2)nc2ccccc2c1=O (stereo not drawn)	-8	-2	·
COC(=O)Nc1ccc(CNC(=O)CS(=O)(=O)c2ccc(Cl)cc2)cc1	-9	8	·
O=C(Nc1cccs1)N1CCC(c2nnc(C3CC3)s2)CC1	-4	-5	-5
CC1CCc2c(sc(NC(=O)c3ccc([N+](=O)[O-])s3)c2C(N)=O)C1 (stereo not drawn)	-9	9	-8
CC(C)Cc1cc(C(=O)N2CCC(Oc3ncccn3)CC2)n[nH]1	-2	0	·

This part in full, from the start:
SMILES	hcGAS lum	NPYLR7 ag	mcGAS lum
Cc1ccc(-c2nn3c4ccc(NC(=O)Cn5ccnc5)cc4nc3c3ccccc23)cc1	-6	-15	·
Cc1ccc(Cc2nsc(N3CCC(CNC(=O)c4cc([N+](=O)[O-])cc([N+](=O)[O-])c4)CC3)n2)cc1	-6	-9	-5
CCC(C)n1c(SCC(=O)N(C)Cc2ccco2)nc2ccccc2c1=O (stereo not drawn)	-8	-2	·
COC(=O)Nc1ccc(CNC(=O)CS(=O)(=O)c2ccc(Cl)cc2)cc1	-9	8	·
O=C(Nc1cccs1)N1CCC(c2nnc(C3CC3)s2)CC1	-4	-5	-5
CC1CCc2c(sc(NC(=O)c3ccc([N+](=O)[O-])s3)c2C(N)=O)C1 (stereo not drawn)	-9	9	-8
CC(C)Cc1cc(C(=O)N2CCC(Oc3ncccn3)CC2)n[nH]1	-2	0	·
CCN1CCN(C(=O)C23CCCC=C2N(C2CCCC2)C(=O)CC3)CC1 (stereo not drawn)	1	·	0
CCNC(=O)Nc1ccc(N(C)C)c(CN(CC2CC2)C(=O)COC)c1	-4	22	-6
COc1cccc(CN2CCN(c3cccc(C(C)C)n3)CC2)c1F	0	4	-19

Fetched one by one from the entries so far, 5 records:
SMILES	hcGAS lum	NPYLR7 ag	mcGAS lum
Cc1ccc(Cc2nsc(N3CCC(CNC(=O)c4cc([N+](=O)[O-])cc([N+](=O)[O-])c4)CC3)n2)cc1	-6	-9	-5
CCNC(=O)Nc1ccc(N(C)C)c(CN(CC2CC2)C(=O)COC)c1	-4	22	-6
COc1cccc(CN2CCN(c3cccc(C(C)C)n3)CC2)c1F	0	4	-19
COC(=O)Nc1ccc(CNC(=O)CS(=O)(=O)c2ccc(Cl)cc2)cc1	-9	8	·
Cc1ccc(-c2nn3c4ccc(NC(=O)Cn5ccnc5)cc4nc3c3ccccc23)cc1	-6	-15	·

New compounds follow:
SMILES	hcGAS lum	NPYLR7 ag	mcGAS lum
CCn1c(=O)n(Cc2ccc(C)cc2)c2ccccc21	-6	-1	-15
Cc1cc(=O)[nH]c(-n2nc(C)cc2N)n1	-5	1	·
O=C(NCc1nnc(SCc2ccccc2)n1-c1cc(Cl)ccc1Cl)c1cccc(C(F)(F)F)c1	-9	-5	-5
COc1ccc(Oc2ncccc2NC(=O)NCC2CCOC2)cc1 (stereo not drawn)	-3	0	·
CC(Oc1cccc(C(C)C)c1)C(=O)N1CCOCC1C#N (stereo not drawn)	-12	8	·
Cc1noc(C)c1Cn1c(C)c(C(=O)NCc2ccc(C#N)cc2)sc1=O	-6	8	·
O=C(c1ccc2ccccc2n1)N(Cc1ccccc1)Cc1ccc2c(c1)OCO2	-4	20	·
COc1ccc(CCNC(=O)c2ccccc2N2CCC(NC(=O)c3ccccc3OC)CC2)cc1	-4	16	-6
CCOc1ccnc2c1c(=O)n(CC#N)c(=O)n2C	-7	1	·
Cc1noc(C)c1C1CCCN1Cc1cccn1-c1ccccn1 (stereo not drawn)	-4	7	-10
Cc1ccc(-n2ncc3c(C)nn(Cc4ccccc4F)c(=O)c32)cc1C	-5	9	·
Cc1cc(CNc2ccc(-c3nc(-c4ccccc4F)no3)cn2)no1	-9	9	·
CC(=O)Nc1ccc(-c2cn(CC3CC(=O)N(C4CCCC4)C3)nn2)cc1 (stereo not drawn)	-5	14	-12
C=CCc1c(C)nc2c(-c3ccc(Cl)cc3)c(C)[nH]n2c1=O	-5	-18	·
Cn1ccc(CC(=O)N2CCC(C(=O)Nc3cccc(-c4ccco4)c3)CC2)c1	6	3	·
COc1ccc2cc(S(=O)(=O)N3CCN(C)CC3)ccc2c1	-5	1	·
C=Cc1ccc(Cn2c(C)c(C(=O)NCc3ccccn3)sc2=O)cc1	-1	9	·
CC(C)CC1NC2(CCN(C(=O)C(C)C)CC2)N(Cc2ccccc2)C1=O (stereo not drawn)	-7	14	·
COC(=O)C1=C(C)NC(=O)NC1c1ccc(OC(=O)c2cccs2)c(OC)c1 (stereo not drawn)	-2	-4	-5
CCCCCc1ccc(C(=O)Nc2ccc(N(C)C)c(C(=O)NCCC)c2)cc1	-4	-5	-4
Cn1c(=O)[nH]c(=O)c2c1nc(N1CCN(Cc3ccc(F)cc3)CC1)n2Cc1cccc2ccccc12	-5	-5	·
COCCN(Cc1csc(COc2cccc3ccccc23)n1)C(=O)c1cccc(OC)c1	-2	6	-7
Cc1cccc(-n2ncc3c(=O)n4c(nc32)SCC4CC(=O)Nc2nccs2)c1 (stereo not drawn)	-12	-1	-7
Cc1ccc(-n2ccnc2SCC(=O)NCC(=O)Nc2ccc(Br)cc2C)cc1C	3	-4	-1
O=C(CSc1nnnn1C1CC1)c1ccc2c(c1)OCO2	3	-1	·
N#CC1(C#N)C(c2ccco2)NC23CCCCC2C1(C#N)C(=O)N3 (stereo not drawn)	-6	2	·
CCCC(=O)OCC(O)CN(Cc1ccccc1)Cc1ccc(F)cc1 (stereo not drawn)	-2	17	-7
CCc1ccc(NC(=O)c2sc3nc4c(cc3c2N)C(=O)CC(C)(C)C4)cc1	-5	-2	·
N#Cc1cccc(NC(=O)N(CC2CC3C=CC2C3)C2CCN(Cc3ccccc3)CC2)c1 (stereo not drawn)	3	·	-2
Cc1nc(SCc2cc(=O)n3cc(Br)ccc3n2)n(C2CCCC2)c1C	-5	4	·
CC(=O)N1CCc2cc(S(=O)(=O)N3c4ccccc4CC3C)ccc21 (stereo not drawn)	-6	2	·
O=C1NCCN(C(=O)c2cn[nH]n2)C1Cc1ccccc1 (stereo not drawn)	-4	4	·
O=C(NCC1CCCO1)c1cccn2c(=O)c3c4c(sc3nc12)CCCC4 (stereo not drawn)	-9	10	·
COc1ccccc1OCC(=O)NC1CCCCC1NC(=O)COc1ccccc1OC (stereo not drawn)	-3	-5	-5
CCOC(=O)CCC(=O)Nc1cc(-c2ccco2)nn1-c1ccc(C(F)(F)F)cc1	-3	22	-7
CC(C)CC(=O)N1CCN(CC2=CCCN(C3C=CCCC3)C2)CC1 (stereo not drawn)	-4	·	-3
Cc1ccc(C(=O)N(CC(=O)Nc2cc(C(C)(C)C)nn2-c2ccccc2Cl)CC(C)C)cc1[N+](=O)[O-]	-9	16	-5
COc1ccc(NC(=O)N2CCN(CC(OCc3c(F)cccc3F)c3ccc(Cl)cc3)CC2)cc1 (stereo not drawn)	-5	·	-7
CC(C1CC1)N(CC(F)(F)F)C(=O)Cn1ccccc1=O (stereo not drawn)	-4	12	-7
CCc1c(C(=O)NCCc2nc(C)cc(=O)[nH]2)csc1C	0	1	-14
Cc1cc(C)n(CCC(=O)N(C)Cc2cc(C(C)(C)C)n[nH]2)c(=O)n1	-3	3	·
CCOC(=O)c1ccccc1NC(=O)CSc1ccc2nnc(-c3ccc(C)cc3)n2n1	-1	4	-4
CCC(C)N(Cc1ccc(N(CC)CC)cc1OS(=O)(=O)c1ccc(OC)cc1)C(=O)c1cccs1 (stereo not drawn)	-2	4	-6
c1ccc(-c2nccn2CCc2cccs2)nc1	-1	-6	·
COc1ccccc1Oc1cc(C)nc(SCc2ccccc2C#N)n1	-5	3	-3
O=C(c1ccc2oc(CCc3ccccc3)nc2c1)N1CCC(O)CC1	-6	-2	-6
O=C(NCCNC(=O)C1CCN(S(=O)(=O)c2ccccc2)CC1)c1ccccc1	-1	14	-7
Cc1ccc2nc(-c3cccc(C)n3)c(NC(C)(C)CC(C)(C)C)n2c1	-5	7	-7
C=CCc1cc(C(=O)N2CCN(C)C3(CCN(C)CC3)C2)ccc1OC	-9	-6	·
O=c1[nH]ncc(N2CCCC(c3nc4ccccc4s3)C2)c1Cl (stereo not drawn)	-5	-2	1
Further results follow:
SMILES	hcGAS lum	NPYLR7 ag	mcGAS lum
NS(=O)(=O)c1cc([N+](=O)[O-])ccc1NCc1cccnc1	-4	20	·
COC(=O)CC1(CS(=O)(=O)NC2CCc3cc(F)ccc32)CC1 (stereo not drawn)	-9	1	·
Cc1ccc2nc(NC(=O)CSc3ccc4nnc(-c5ccccc5)n4n3)sc2c1	1	3	0
CC(=O)NC1CCCN(C(=O)c2c(C)noc2C(C)C)C1 (stereo not drawn)	-8	9	-6
COC(=O)C1C(=N)Oc2c(oc(CO)cc2=O)C1c1ccc(C(F)(F)F)cc1 (stereo not drawn)	-4	-1	-8
O=C1c2cc(S(=O)(=O)N3CCCCC3)ccc2-c2ccc(S(=O)(=O)N3CCCCC3)cc21	-5	0	-3
CCCN(Cc1nccn1C)C(=O)c1cccc(C2CCNC2)c1 (stereo not drawn)	4	5	-16
Cn1c(=O)n(CCN2CCCCC2)c(=O)c2c1nc1n2CCN1c1cccc(Cl)c1	-9	0	·
Cc1cc(C)c(/C=C2\SC(=S)N(CC(=O)O)C2=O)c(C)c1	-2	0	-2
O=C(CSc1nc2ccsc2c(=O)[nH]1)Nc1c(F)cccc1F	-5	7	·

Rewritten with each value named: 4 of the compounds above.
CC(Oc1cccc(C(C)C)c1)C(=O)N1CCOCC1C#N (stereo not drawn)
- hcGAS lum: -12
- NPYLR7 ag: 8
- mcGAS lum: ·
Cc1noc(C)c1Cn1c(C)c(C(=O)NCc2ccc(C#N)cc2)sc1=O
- hcGAS lum: -6
- NPYLR7 ag: 8
- mcGAS lum: ·
O=C(c1ccc2ccccc2n1)N(Cc1ccccc1)Cc1ccc2c(c1)OCO2
- hcGAS lum: -4
- NPYLR7 ag: 20
- mcGAS lum: ·
COc1ccc(CCNC(=O)c2ccccc2N2CCC(NC(=O)c3ccccc3OC)CC2)cc1
- hcGAS lum: -4
- NPYLR7 ag: 16
- mcGAS lum: -6

Next section:
SMILES	hcGAS lum	NPYLR7 ag	mcGAS lum
CN(Cc1ccncc1)C(=O)c1oc2ccccc2c1CS(C)=O (stereo not drawn)	-6	-1	·
CCCCOc1ccc(NC(=O)c2c(-c3ccccc3Cl)noc2C)cc1	-2	4	·
Cn1c(O)c(N=Nc2ccccc2[N+](=O)[O-])c2ccccc21	-2	1	-4
COCCN(CC(=O)N(CCc1ccccc1)Cc1ccc(C)o1)Cc1ccccc1F	-1	-3	-4
CCCc1cncnc1N1CCN(Cc2cccn2-c2ncccn2)CC1	-4	32	-17
N#Cc1cnn2c(C(F)(F)F)cc(-c3ccccc3)nc12	8	3	·
CCCCCCn1c(N2CCN(CC(N)=O)CC2)nc2c1c(=O)[nH]c(=O)n2C	2	-1	·
O=S(=O)(C1=Cc2ccccc2C1)c1ccccc1	-3	8	·
Cc1nonc1C(=O)N1CCC(c2cc(C(C)C)n[nH]2)CC1	-3	0	-2
COCCNC(=O)Cn1nc2c(c1NC(=O)c1cccc(F)c1)CSC2	-1	-4	-3
Cc1c(C)n2c3c(=O)n(Cc4cccc(Cl)c4)c(=O)n(C)c3nc2n1Cc1ccco1	-3	5	·
CCC(C)NC(=O)c1oc2ccccc2c1COC (stereo not drawn)	-11	-6	0
Cn1c(SCC(=O)N2CCc3ccccc32)nc2ccsc2c1=O	-4	5	-5
Cc1ccc(NC(=O)c2cc([N+](=O)[O-])ccc2Cl)cc1N1CCCCC1=O	-4	8	·
Cc1ncsc1C(=O)N1CCOc2ccc(C(F)(F)F)cc21	-7	4	-16
CCC(CC)C(=O)N(Cc1cccc(F)c1)Cc1cc(NC(=O)CC(C)(C)C)ccc1N(C)C	-4	21	-6
Cc1csc2nc(CN3CCCC3c3cccs3)cc(=O)n12 (stereo not drawn)	-1	0	·
Cc1ccc(C(=O)Nc2cccc(CS(=O)(=O)C(C)(C)C)c2)cn1	-8	16	-18
O=C(Nc1ccc(N2CCC(NCCC3=CCCCC3)CC2)cc1)c1ccc2c(c1)OCO2	-6	4	-13
Cc1ccc(-c2c(Nc3ccccc3)oc3c2c(=O)n(C)c(=O)n3C)cc1	-3	-6	-7
CC(=O)NC(=O)CSc1nnc(Nc2cccc(Cl)c2C)s1	-7	0	-15
O=C(C1CCCC1)N1CCCC(OCc2ccc(C(F)(F)F)cc2)C1 (stereo not drawn)	-5	-8	-3
C(#Cc1ccc2nnc(-c3ccccc3)n2c1)c1ccccc1	1	-11	-1
COc1cccc(-n2c(-c3ccccc3)cc(C(=O)N3CCN(C(=O)c4cccc(C(F)(F)F)c4)CC3)c2C)c1	-7	·	-5
CSc1ccccc1OCc1cc(C(=O)N(C)Cc2cc(C)[nH]n2)no1	-12	-5	-5
CCOC(=O)N1CCC(NC(=O)c2cc(COc3ccc4c(c3)CCCC4)on2)CC1	-8&-1	10&1	-9&-3
Cn1c(=O)oc2cc(C(=O)CSCC(=O)Nc3ccc4ccccc4c3)ccc21	-6	-5	·
O=C1NN(c2ccccc2)C(=O)C2C3C=CC(C4CC34)C12 (stereo not drawn)	0	2	-1
CCc1ccc(NC(=O)C(CC)Sc2ncc(S(=O)(=O)c3ccc(C)cc3)c(=O)[nH]2)cc1 (stereo not drawn)	-4	-8	-5
CCCc1cc(C(=O)N2CC[C@@H](c3sccc3C)[C@H](O)C2)no1	0	-1	-8
